Screening data (PubChem BioAssay)
ERG-DNA inh = qHTS for Small Molecule Inhibitors of the ERG Ets/DNA interaction | Transcriptional regulator ERG (Homo sapiens), P11308 | fluorescence polarization, His-ERG Ets domain / labelled DNA | Potency, µM (doses to about 76.9 µM), inactives show at the top dose FP activity, negative = inhibition, most hits filed as inhibitors | actives 0.028% (n = 370,000) | AID 624246, 2012; active means well fitted inhibition curve with a large enough effect in the polarisation, with a control signal flat; inconclusive means small, poorly fitted or top-dose-only effect, or effect the other way, or a change in a side signal; inactive means no such curve, though single readings can be large or run the other way; the % refers to the polarisation;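 further: polarization taken with two DNA probes labelled with fluorescein and Texas red; potency means the concentration at half of the fitted maximal effect; % of control where 0% means no effect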
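His-tagged ERG Ets domain (1 uM in the protein solution; 300mM KCl, 50mM Tris-HCl, 1mM EDTA, 1mM DTT, pH 7.5) received compound, then a probe mix of 5 nM fluorescein-DNA and 100nM Texas-615-DNA. Fluorescence polarization was read for both dyes.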
BAZ2B inh = qHTS Assay for Inhibitors of BAZ2B; Bromodomain adjacent to zinc finger domain protein 2B (Homo sapiens), Q9UIF8; AlphaScreen BAZ2B-H3K14Ac peptide displacement; Potency, µM (doses to about 114 µM), for inactives: top-dose activity change, negative = inhibition, usual class: inhibitors; actives 4.4% (n = 360,000); AID 504333, 2011; further: potency means the concentration at half of the fitted maximal effect; on the % scale 0 is the no-effect control and ±100 the full control effect; nearly all actives have a fitted effect of over 60% in size
Target sequence (Q9UIF8 whole entry, looked up, the tested form may be a part): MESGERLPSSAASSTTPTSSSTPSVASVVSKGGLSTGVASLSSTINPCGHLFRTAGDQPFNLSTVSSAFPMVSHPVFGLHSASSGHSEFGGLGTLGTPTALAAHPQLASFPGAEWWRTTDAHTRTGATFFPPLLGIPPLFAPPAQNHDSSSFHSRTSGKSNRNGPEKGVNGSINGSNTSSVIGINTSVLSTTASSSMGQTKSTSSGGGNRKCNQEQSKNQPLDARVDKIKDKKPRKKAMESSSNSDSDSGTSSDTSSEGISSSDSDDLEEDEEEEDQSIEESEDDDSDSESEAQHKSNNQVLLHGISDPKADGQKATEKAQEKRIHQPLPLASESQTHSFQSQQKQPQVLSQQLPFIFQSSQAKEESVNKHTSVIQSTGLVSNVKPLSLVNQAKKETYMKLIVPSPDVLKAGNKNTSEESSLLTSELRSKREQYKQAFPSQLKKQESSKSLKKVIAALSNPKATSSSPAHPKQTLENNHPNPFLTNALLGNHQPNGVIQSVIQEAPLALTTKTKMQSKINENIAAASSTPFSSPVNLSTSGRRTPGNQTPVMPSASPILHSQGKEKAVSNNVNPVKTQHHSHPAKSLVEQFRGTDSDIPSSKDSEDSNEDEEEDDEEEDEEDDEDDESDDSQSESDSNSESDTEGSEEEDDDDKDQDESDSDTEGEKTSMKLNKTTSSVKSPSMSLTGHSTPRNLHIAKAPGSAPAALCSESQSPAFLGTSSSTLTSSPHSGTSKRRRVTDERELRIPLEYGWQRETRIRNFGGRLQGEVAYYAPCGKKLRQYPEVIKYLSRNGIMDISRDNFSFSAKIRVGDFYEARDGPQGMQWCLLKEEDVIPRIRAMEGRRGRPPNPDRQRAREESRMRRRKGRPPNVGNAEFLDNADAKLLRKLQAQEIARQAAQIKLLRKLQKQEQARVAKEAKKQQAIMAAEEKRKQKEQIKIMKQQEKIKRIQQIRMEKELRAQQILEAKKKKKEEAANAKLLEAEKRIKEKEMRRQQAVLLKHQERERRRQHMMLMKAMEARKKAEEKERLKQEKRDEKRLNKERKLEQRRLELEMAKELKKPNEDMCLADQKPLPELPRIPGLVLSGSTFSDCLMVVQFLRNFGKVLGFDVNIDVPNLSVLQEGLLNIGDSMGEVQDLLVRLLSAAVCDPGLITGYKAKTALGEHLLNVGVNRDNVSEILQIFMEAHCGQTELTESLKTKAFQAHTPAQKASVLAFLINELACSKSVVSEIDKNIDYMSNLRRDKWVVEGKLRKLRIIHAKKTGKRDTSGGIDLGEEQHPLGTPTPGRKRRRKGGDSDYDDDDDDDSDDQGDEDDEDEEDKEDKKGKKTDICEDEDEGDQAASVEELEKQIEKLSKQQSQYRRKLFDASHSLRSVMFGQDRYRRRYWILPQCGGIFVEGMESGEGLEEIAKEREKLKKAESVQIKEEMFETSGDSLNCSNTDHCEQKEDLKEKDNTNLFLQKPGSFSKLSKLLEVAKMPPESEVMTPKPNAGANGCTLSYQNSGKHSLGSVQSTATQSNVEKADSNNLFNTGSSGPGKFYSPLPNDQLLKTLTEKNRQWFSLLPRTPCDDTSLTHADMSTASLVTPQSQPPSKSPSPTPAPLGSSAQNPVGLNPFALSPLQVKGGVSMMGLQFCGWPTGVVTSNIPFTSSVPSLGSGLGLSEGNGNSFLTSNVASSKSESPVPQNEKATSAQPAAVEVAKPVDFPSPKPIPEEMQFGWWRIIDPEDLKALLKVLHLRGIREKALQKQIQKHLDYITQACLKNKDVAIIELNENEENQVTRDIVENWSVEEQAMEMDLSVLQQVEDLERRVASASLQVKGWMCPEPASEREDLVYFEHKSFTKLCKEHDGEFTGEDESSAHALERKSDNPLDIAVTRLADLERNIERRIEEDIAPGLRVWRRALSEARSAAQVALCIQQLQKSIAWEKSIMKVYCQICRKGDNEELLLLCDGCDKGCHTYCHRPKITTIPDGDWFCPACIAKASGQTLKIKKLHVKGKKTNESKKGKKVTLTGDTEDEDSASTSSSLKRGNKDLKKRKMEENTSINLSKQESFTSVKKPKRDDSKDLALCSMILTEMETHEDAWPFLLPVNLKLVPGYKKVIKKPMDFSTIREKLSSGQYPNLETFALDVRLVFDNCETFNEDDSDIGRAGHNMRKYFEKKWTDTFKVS
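In this displacement format the biotinylated H3(5-23) peptide acetylated at Lys14 serves as ligand at 50 nM, with BAZ2B at 50 nM in PBS pH 7.4 containing 0.01% Tween-20. Donor and acceptor beads are 10 ug/mL final.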
PI4K2A block = qHTS for small molecular inhibitors of PI4K2A. actives 0.13% (n = 420,000). Phosphatidylinositol 4-kinase type 2-alpha (Homo sapiens), Q9BTU6. activity change, negative = inhibition, % at 76.9 µM. purified PI4K2A, ADP-Glo luminescence, 1 h; active compounds read low. AID 1346378, 2018; in the data active means activity change below about -50%; inconclusive means mostly about -30% to -49%;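 further: -100% = wells without enzyme as full effect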
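ADP-Glo luminescence measured ADP generated by PI4K2A enzyme (4 ug/mL before mixing) with 1.2 mM PI substrate (pre-mix) and 300 microM ATP (pre-mix). Tris pH7.5 buffer with MgCl2, Triton X-100; 1 h reaction at ambient temperature.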
G9a block = qHTS Assay for Inhibitors of Histone Lysine Methyltransferase G9a | G9a H3K9 monomethylation, AlphaScreen, 2 h | actives 8.8% (n = 350,000) | Potency, µM (series often up to 102 µM), inactives show top-dose activity, negative = inhibition, usual class: inhibitors | Histone-lysine N-methyltransferase EHMT2 (Homo sapiens), Q96KQ7 | AID 504332, 2011; further: potency means the concentration at half of the fitted maximal effect; on the % scale 0 is the no-effect control and ±100 the full control effect; nearly all actives have a fitted effect of over 75% in size
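Compounds were preincubated with 20 nM G9a for 15 min, after which biotinylated H3K9 peptide (500 nM) and SAM (20 uM) started a 2 h room-temperature reaction. Monomethylated product was quantified by antibody-based AlphaScreen chemiluminescence.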
HP1b chromo inh = HTS for Inhibitors of HP1-beta Chromodomain Interactions with Methylated Histone Tails; actives 0.56% (n = 390,000); AlphaScreen HP1-beta / biotin-H3K9me3 peptide binding; Chromobox protein homolog 1 (Homo sapiens), P83916; Potency, µM (highest dose often 114 µM), inactives show at the top dose activity change, negative = inhibition, most hits filed as inhibitors; further: potency means the concentration at half of the fitted maximal effect; nearly all actives have a fitted effect of over 70% in size; inactives centre near 23
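HP1-beta protein (50 nM final) preincubated 30 min at room temperature with biotinylated H3(1-18)K9me3 peptide (50 nM) in PBS pH 7.4, 0.01% Tween-20, then compound added for 30 min. AlphaScreen streptavidin donor/nickel chelate acceptor beads (10 ug/mL final), 30 min dark, luminescence read.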
JMJD2A Tudor inh = qHTS Assay for Inhibitors of JMJD2A-Tudor Domain; Lysine-specific demethylase 4A (Homo sapiens), O75164; AlphaScreen JMJD2A-Tudor / H3K4me3 peptide binding; Potency, µM (titrated, usually from 114 µM), inactives show at the highest dose activity change, negative = inhibition, usual class: inhibitors; actives 4.4% (n = 390,000); AID 504339, 2011; further: potency means the concentration at half of the fitted maximal effect; on the % scale 0 is the no-effect control and ±100 the full control effect; nearly all actives have a fitted effect of over 50% in size
GLS inhibitor = qHTS for Inhibitors of Glutaminase (GLS); GLS enzymatic activity, qHTS titration; actives 0.21% (n = 410,000); Glutaminase kidney isoform, mitochondrial (Homo sapiens), O94925; Potency, µM (top dose mostly 45.5 µM), for the others: at the highest dose activity change, negative = inhibition, most hits filed as inhibitors; further: potency means the concentration at half of the fitted maximal effect; on the % scale 0 is the no-effect control and ±100 the full control effect
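hKGA; 45 mM KH2PO4 pH 8.2 + 0.02% Tween-20; cpd via pin tool; 1 mM Gln soln; GluOx/HRP/Amplex Red; RT 30 min; fluor. t0 & final.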
Tb PGK inh = qHTS Assay to Find Inhibitors of Phosphoglycerate Kinase; PGK/GAPDH coupled, Kinase-Glo luminescence, 60 min; Potency, µM (series often up to 57.5 µM), for inactives: at the top dose activity change, negative = inhibition, usual class: inhibitors; Phosphoglycerate kinase, glycosomal (Trypanosoma brucei brucei), P07378; actives 0.043% (n = 380,000); further: potency means the concentration at half of the fitted maximal effect; on the % scale 0 is the no-effect control and ±100 the full control effect; nearly all actives have a fitted effect of over 60% in size
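Recombinant glycosomal PGK reaction used 1,3-bisphosphoglycerate generated in-well by GAPDH (100nM final) in 100mM TEA pH 7.6, 5mM MgCl2, 0.01% Tween-20. After 60 minutes at room temperature, ATP was read by Kinase-Glo Plus luminescence end-point.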
Pin1 inh = qHTS Assay to Find Inhibitors of Pin1. Pin1 FP peptide displacement, HiFluor488, 10 min. actives 0.009% (n = 390,000). Peptidyl-prolyl cis-trans isomerase NIMA-interacting 1 (Homo sapiens), Q13526. Potency, µM (series often up to 115 µM), for the others: at the highest dose activity, negative = inhibition, most hits filed as inhibitors; active means well fitted inhibition curve with a large enough effect in the polarisation, with a control signal flat, not every such curve was filed as active; inconclusive means small, poorly fitted or top-dose-only effect, or effect the other way, or a change in a side signal; inactive means no such curve, though single readings can be large or run the other way; the % refers to the polarisation; further: potency means the concentration at half of the fitted maximal effect; on the % scale 0 is the no-effect control and ±100 the full control effect
Starred values were filed as active, the others as inactive; i = inactive; u = inconclusive; x = not tested or not shown; [ ] = another dose, or the depositor's remark. Unless noted, the call rests on the fitted dose curve; in most records, active means well fitted curve in the direction sought with a large enough effect; inconclusive means small, poorly fitted or top-dose-only effect, or another doubt; inactive means no such curve, though single readings can be large; an effect the other way counts as inactive or inconclusive.

Keys: A = ERG-DNA inh; B = BAZ2B inh; C = PI4K2A block; D = G9a block; E = HP1b chromo inh; F = JMJD2A Tudor inh; G = GLS inhibitor; H = Tb PGK inh; I = Pin1 inh
(1) CCCCCOc1ccc(C2NC(=O)NC2=O)cc1 (stereo unspecified)
  A: -3% | B: 11% | C: -3 | D: -4%[59 µM] | E: 31% | F: -6% | G: 5% | H: -4% | I: -7%
(2) CCN(CC)Cc1cc(CCNC(=O)c2ccc(Cl)cc2)ccc1O
  A: 0% | B: -4% | C: 5 | D: -11%[59 µM] | E: 40%[activator] | F: -8% | G: 21% | H: -9% | I: 2%
(3) O=C(OCc1cc(=O)n2c(n1)sc1ccccc12)c1ccc(O)cc1O
  A: -6% | B: -37% | C: -5 | D: u | E: 29% | F: -20% | G: 0% | H: 0% | I: u
(4) O=c1[nH]c2cc3c(cc2cc1CN(Cc1cccnc1)Cc1nnnn1Cc1ccco1)OCCO3
  A: -1% | B: u | C: -26 | D: u | E: 6% | F: u | G: -16% | H: -18% | I: u
(5) COc1ccc(/C=C2\CCCc3c2nc2ccc(C)cc2c3C(=O)O)cc1O
  A: -8% | B: -19% | C: -1 | D: u | E: 1% | F: -32% | G: u | H: -10% | I: -12%
(6) CCOC(=O)CSc1n[nH]c(NC(=O)NC(C)C)n1
  A: 0% | B: 2% | C: -2 | D: x | E: 15% | F: -10% | G: -3% | H: 1% | I: -1%
(7) CN(CC(=O)Nc1ccc(C(N)=O)cc1)CC(=O)Nc1ccccc1Cl
  A: -4% | B: -3% | C: 1 | D: -13%[59 µM] | E: 15% | F: -11% | G: 5% | H: 0% | I: 0%
(8) Cc1noc(C)c1NC(=O)N(C)C[C@H]1Oc2c(NC(=O)NC(C)C)cccc2C(=O)N([C@H](C)CO)C[C@@H]1C
  A: 5% | B: x | C: -1 | D: x | E: 37% | F: -12% | G: 1% | H: 4% | I: 0%
(9) COCc1cc(C)nc(SCC(=O)N2CCC(C)CC2)c1C#N
  A: 6% | B: 7% | C: -1 | D: -6%[12.7 µM] | E: 23% | F: -8% | G: 2% | H: i | I: -6%
(10) Cc1ccc(S(=O)(=O)N(CC(=O)NCc2cccnc2)c2ccc(F)cc2)cc1
  A: u | B: 0% | C: -1 | D: -11% | E: 2% | F: -16% | G: 8% | H: -3% | I: -3%
(11) CCOCCCNC(=O)c1ccc2nc(-c3ccc(OC)c(OC)c3)c(-c3ccc(OC)c(OC)c3)nc2c1
  A: 1% | B: 9% | C: 4 | D: -3% | E: 20% | F: -6% | G: -3% | H: -2% | I: 5%
(12) COc1cccc(NC=C2C(=O)OC3(CCCCC3)OC2=O)c1
  A: -9% | B: x | C: 3 | D: 11%[59 µM] | E: 15% | F: -3% | G: 2% | H: 9% | I: -7%
(13) COc1ccccc1NC(=O)N1CCCC1
  A: 1% | B: 3% | C: -1 | D: -4% | E: 24% | F: -6% | G: 3% | H: 4% | I: 0%
(14) CCOc1ccccc1NC(=O)c1cnc2n(c1=O)CCS2
  A: -1% | B: -2% | C: -3 | D: 79µM* | E: 29% | F: 1% | G: -1% | H: -6% | I: -4%
(15) COc1c2c(nc3occc13)C(CC=C(C)C)(OC)C(O)CC2 (stereo unspecified)
  A: 2% | B: -21% | C: 2 | D: 12%[12.7 µM] | E: 50%[activator] | F: -4% | G: 0% | H: 0% | I: -15%

From compound 7 up to 15, as listed above:
Keys: A = ERG-DNA inh; B = BAZ2B inh; C = PI4K2A block; D = G9a block; E = HP1b chromo inh; F = JMJD2A Tudor inh; G = GLS inhibitor; H = Tb PGK inh; I = Pin1 inh
(7) CN(CC(=O)Nc1ccc(C(N)=O)cc1)CC(=O)Nc1ccccc1Cl
  A: -4% | B: -3% | C: 1 | D: -13%[59 µM] | E: 15% | F: -11% | G: 5% | H: 0% | I: 0%
(8) Cc1noc(C)c1NC(=O)N(C)C[C@H]1Oc2c(NC(=O)NC(C)C)cccc2C(=O)N([C@H](C)CO)C[C@@H]1C
  A: 5% | B: x | C: -1 | D: x | E: 37% | F: -12% | G: 1% | H: 4% | I: 0%
(9) COCc1cc(C)nc(SCC(=O)N2CCC(C)CC2)c1C#N
  A: 6% | B: 7% | C: -1 | D: -6%[12.7 µM] | E: 23% | F: -8% | G: 2% | H: i | I: -6%
(10) Cc1ccc(S(=O)(=O)N(CC(=O)NCc2cccnc2)c2ccc(F)cc2)cc1
  A: u | B: 0% | C: -1 | D: -11% | E: 2% | F: -16% | G: 8% | H: -3% | I: -3%
(11) CCOCCCNC(=O)c1ccc2nc(-c3ccc(OC)c(OC)c3)c(-c3ccc(OC)c(OC)c3)nc2c1
  A: 1% | B: 9% | C: 4 | D: -3% | E: 20% | F: -6% | G: -3% | H: -2% | I: 5%
(12) COc1cccc(NC=C2C(=O)OC3(CCCCC3)OC2=O)c1
  A: -9% | B: x | C: 3 | D: 11%[59 µM] | E: 15% | F: -3% | G: 2% | H: 9% | I: -7%
(13) COc1ccccc1NC(=O)N1CCCC1
  A: 1% | B: 3% | C: -1 | D: -4% | E: 24% | F: -6% | G: 3% | H: 4% | I: 0%
(14) CCOc1ccccc1NC(=O)c1cnc2n(c1=O)CCS2
  A: -1% | B: -2% | C: -3 | D: 79µM* | E: 29% | F: 1% | G: -1% | H: -6% | I: -4%
(15) COc1c2c(nc3occc13)C(CC=C(C)C)(OC)C(O)CC2 (stereo unspecified)
  A: 2% | B: -21% | C: 2 | D: 12%[12.7 µM] | E: 50%[activator] | F: -4% | G: 0% | H: 0% | I: -15%

Other records
Keys: A = ERG-DNA inh; B = BAZ2B inh; C = PI4K2A block; D = G9a block; E = HP1b chromo inh; F = JMJD2A Tudor inh; G = GLS inhibitor; H = Tb PGK inh; I = Pin1 inh
(16) COc1cc(OC)cc(C(=O)Nc2ccc3nc(N4CCC(C)CC4)cc(C)c3c2)c1
  A: -7% | B: -9% | C: -5 | D: -20%[59 µM] | E: 15% | F: -21% | G: -7% | H: -5% | I: 25%
(17) O=C(Nc1ccncc1)c1ccc(NS(=O)(=O)c2ccc3[nH]c(=O)[nH]c3c2)cc1
  A: 0% | B: -15% | C: 5 | D: u | E: 38% | F: -6% | G: -1% | H: i | I: -4%
(18) O=C(NCC1CCCO1)c1ccc2c(=O)n(Cc3cccc(Br)c3)c(=S)[nH]c2c1 (stereo unspecified)
  A: -1% | B: -11% | C: -2 | D: -28% | E: 16% | F: -15% | G: -6% | H: -2% | I: 5%
(19) Fc1ccccc1CN1CCN(c2ncccn2)CC1
  A: 14% | B: u | C: 2 | D: 22µM* | E: -31% | F: 6.3µM* | G: -2% | H: 0% | I: 6%
(20) CCCC(=O)Nc1ccc(Cl)c(NC(=S)NC(=O)c2cc3ccccc3o2)c1
  A: -4% | B: 3% | C: 0 | D: 18%[59 µM] | E: -4% | F: u | G: 22% | H: i | I: 1%
